Compound activity from PubChem.
VCAM1 TNFa inh: reduces TNF alpha induced VCAM1 expression in HUVEC | inhibition, % at 2 µM | HUVEC TNFa-induced VCAM-1 immunofluorescence, high-content imaging | 0.48% of 95,000 active;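 active means inhibition above the batch mean plus 3 SD, with images confirmed as a hit by eye, cut at about 37% in these data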;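 further: 0% = TNF-stimulated DMSO wells and 100% = unstimulated control wells; not every result past the cut was called active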
LYP inh 2: blocks human PTPN22 phosphatase activity; 0.21% of 96,000 active; recombinant LYP catalytic domain, DiFMUP fluorescence; inhibition, % at 2 µM; Q9Y2R2;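 active means inhibition at 2 µM at or above a set limit, the screen mean plus 3 SD, cut at about 24% in these data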;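 further: 0% = DMSO with enzyme and 100% = enzyme fully blocked by orthovanadate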
HUVEC tox IL1B: HUVEC cytotoxicity counter-screen, IL-1B stimulated. HUVEC cell count loss, Hoechst imaging. 0.41% of 94,000 active. AID 845. cell count reduction, % at 2 µM;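 active means cell count reduction more than 3 SD above the screen-wide mean, cut at about 70% in these data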;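 further: normalized per plate to untreated control cells as the no-loss baseline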
FAK blocker: inhibitors of human focal adhesion kinase; Q05397; biochemical FAK kinase activity assay; inhibition, %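 (tested at 7 µM)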; 0.84% of 97,000 active; in the data active means inhibition above about 19%;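 further: 0% = DMSO and 100% = reference compound high control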
TNFa cytotox: toxic to HUVEC cells under TNF alpha stimulation | HUVEC TNFalpha-stimulated, Hoechst cell count, imaging | cell count reduction, % at 2 µM | 0.17% of 93,000 active;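 active means cell count reduction exceeding the screen mean by over 5 SD, scaled to untreated wells per plate, cut at about 78% in these data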;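 further: cells counted after 24 h of TNF alpha exposure following the 1 h pretreatment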
F-actin modifier: cytoskeleton assembly modification; HUVEC TNFa F-actin phalloidin imaging, high content; inhibition, % at 2 µM; 0.18% of 91,000 active; AID 836;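 active means inhibition above the batch mean plus 3 SD and confirmed as a hit by visual image inspection, cut at about 30% in these data, passing the limit was not always enough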; further: strong numbers were not always called active
ERa SRC1 inh: ER-alpha (human) coactivator binding inhibition; P03372; TR-FRET ER-alpha LBD / SRC-1 peptide, estradiol-bound; inhibition, % at 25.6 µM; 1.7% of 86,000 active; in the data active means inhibition above about 50%;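 further: 0% = receptor plus peptide control and 100% = peptide only without receptor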
PTK2B oligo ant: Pyk2 (human) oligomerization antagonism | 0.83% of 99,000 active | AID 1347419 | Q293 cells, Pyk2 FERM NanoBiT luminescence; active compounds read low | z-score (the deposit names both 25 µM and 10 µM);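 active means Z-score of -3 or lower, scaled per plate to the spread of control and sample wells; inactive means z-score above -3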;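 further: negative z-score means lost luminescence so less FERM oligomerization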
Target sequence (Q14289 whole entry, looked up): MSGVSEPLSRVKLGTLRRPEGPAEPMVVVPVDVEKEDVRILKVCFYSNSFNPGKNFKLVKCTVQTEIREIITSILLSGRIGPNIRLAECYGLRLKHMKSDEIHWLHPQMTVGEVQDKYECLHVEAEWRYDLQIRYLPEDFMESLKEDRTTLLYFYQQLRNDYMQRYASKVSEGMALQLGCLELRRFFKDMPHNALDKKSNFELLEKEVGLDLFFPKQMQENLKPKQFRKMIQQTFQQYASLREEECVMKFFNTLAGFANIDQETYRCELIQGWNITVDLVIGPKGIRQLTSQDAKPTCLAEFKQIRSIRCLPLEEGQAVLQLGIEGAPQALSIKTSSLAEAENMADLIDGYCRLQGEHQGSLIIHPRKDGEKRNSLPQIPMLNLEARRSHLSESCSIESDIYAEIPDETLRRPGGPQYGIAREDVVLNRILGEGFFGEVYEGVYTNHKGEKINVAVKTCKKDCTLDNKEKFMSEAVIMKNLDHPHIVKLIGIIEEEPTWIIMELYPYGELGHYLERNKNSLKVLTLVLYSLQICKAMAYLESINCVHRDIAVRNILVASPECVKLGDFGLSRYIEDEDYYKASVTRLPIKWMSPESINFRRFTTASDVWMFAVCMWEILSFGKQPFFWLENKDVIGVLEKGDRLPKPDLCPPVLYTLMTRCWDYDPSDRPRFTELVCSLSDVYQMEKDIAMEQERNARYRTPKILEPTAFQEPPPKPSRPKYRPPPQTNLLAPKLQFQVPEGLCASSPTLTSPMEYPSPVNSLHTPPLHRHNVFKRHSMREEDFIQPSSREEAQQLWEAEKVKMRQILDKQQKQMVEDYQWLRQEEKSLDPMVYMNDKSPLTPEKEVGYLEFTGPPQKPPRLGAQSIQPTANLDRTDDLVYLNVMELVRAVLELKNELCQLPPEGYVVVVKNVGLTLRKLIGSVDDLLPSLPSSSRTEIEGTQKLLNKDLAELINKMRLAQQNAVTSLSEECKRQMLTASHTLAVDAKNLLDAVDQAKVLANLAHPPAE
LYP act: increases human PTPN22 phosphatase activity; activation, % at 2 µM; 0.11% of 96,000 active; recombinant LYP, DiFMUP fluorescence; 0 = plate median, 100 = signal doubled;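 active means activation at 2 µM above a set limit, the mean plus 5 SD, cut at about 37% in these data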
Numbers without * were called inactive; . = no result given; [ ] = remark or other dose. Not a hit list; 3.8% or so of the library scored in one or more.

Below each compound: VCAM1 TNFa inh	LYP inh 2	HUVEC tox IL1B	FAK blocker	TNFa cytotox	F-actin modifier	ERa SRC1 inh	PTK2B oligo ant	LYP act
#1 N=c1ccn(Cc2cccc(Cl)c2)cc1
  -2	6	-35	-2	-6	15	-9	0.54	-2
#2 CCn1cc(C(=O)OCc2cccc(Br)c2)c(=O)c2ccc(C)nc21
  1	-7	4	2	-7	4	20[fluorescence artefact?]	-0.05	6
#3 CC1CCCCN1CC(=O)NCc1ccc2c(c1)OCO2 (configuration not stated)
  -8	11	1	8	1	.	-2	-0.09	-14
#4 COc1ccc(S(=O)(=O)N2CCC(c3cc(-c4cccc5ccccc45)n[nH]3)CC2)cc1
  -9	17	-44	-4	-9	37	.	-1.4	-14
#5 Cc1cc2c(ncn2C)c(NS(=O)(=O)c2ccccc2Cl)c1C
  -4	-2	-4	-1	11	-14	.	1.1	4
#6 CCCCOc1ccc(C(=O)O)cc1
  -14	1	-3	0	-15	-12	-8	1.5	-2
#7 Cc1ccc(-c2noc(CCC(=O)NC3CCN(Cc4ccccc4)CC3)n2)cc1
  0	10	-8	-2	-8	8	0	1.4	-9
#8 Cc1ccc(Cn2c(NCCc3ccccc3)nc3c2c(=O)n(C)c(=O)n3C)cc1
  -7	2	-34	-7	-13	9	1[fluorescence artefact?]	-2.2	2
#9 CSc1ccccc1NC(=O)Nc1ccc(F)c(Cl)c1
  3	-2	-2	2	-6	5	2	-1.6	4
#10 COc1ccc(CNC(=O)CN(Cc2ccccc2)C(=O)c2csnn2)cc1
  5	8	10	-3	-22	6	-9	0	-8
#11 O=C(Nc1ccccc1)c1nn(-c2ccccc2)c(=O)cc1C(F)(F)F
  -12	2	20	8	17	6	.	-1.6	0
#12 Cc1ccc(N(CCC#N)C(=O)CSc2ccc3c(c2)OCCO3)cc1
  -3	0	-1	-3	-23	4	-4	-0.67	-4
#13 Cc1ccccc1C(=O)Nc1ccc2nc3n(c(=O)c2c1)CCC3
  18	-15	-6	3	-8	-2	8	.	14
#14 COc1ccc(C)cc1NS(=O)(=O)c1ccc(NS(=O)(=O)c2ccc(NC(C)=O)cc2)cc1
  -4	-7	-11	-1	15	-18	21	-0.39	6
#15 O=C(CN1CCOCC1)N(c1ccccc1)c1ccc2ccccc2c1
  7	-3	-11	1	-6	-28	-3	-0.02	0
#16 O=C(C1CCC1)N1CCc2cc(S(=O)(=O)NC3CCCc4ccccc43)ccc21 (configuration not stated)
  9	0	17	0	-63	.	6[fluorescence artefact?]	-0.13	3
#17 CC(O)CNCc1ccc(-c2ccccc2)cc1 (configuration not stated)
  2	2	-8	3	-7	5	.	0.13	0
#18 CSc1nnc(Nc2ccccc2C)s1
  19	-2	-9	1	-27	-7	.	0.19	-1
#19 O=C(Nc1ccc(Cl)cc1)OCCn1nnnc1C(c1ccccc1)N1CCOCC1 (configuration not stated)
  1	0	-4	-12	10	-23	.	0.33	3
#20 COc1ccc(OC)c(S(=O)(=O)N(C)CC(=O)Nc2ccccc2OC)c1
  36	0	-25	1	2	-14	-2	-0.43	-1

(further entries)
Below each compound: VCAM1 TNFa inh	LYP inh 2	HUVEC tox IL1B	FAK blocker	TNFa cytotox	F-actin modifier	ERa SRC1 inh	PTK2B oligo ant	LYP act
#21 CC1(C)CC(=O)C(CC2=C(O)CC(C)(C)CC2=O)=C(O)C1
  6	10	-21	-11	-26	2	3[fluorescence artefact?]	0.55	-6
#22 N#Cc1c(-c2ccco2)nc(SCc2ccc(F)cc2)[nH]c1=O
  6	-4	18	-5	-22	6	-1	-1.3	4
#23 CCOC(=O)c1nnn(CC(=O)N2N=C(c3ccccc3)CC2c2ccccc2)c1C(=O)OCC (configuration not stated)
  -20	-3	-12	-4	-46	4	-2	-1.4	1
#24 CCn1c(SCC(=O)Nc2ccc(S(=O)(=O)Nc3ccccn3)cc2)nnc1-c1ccncc1
  -8	12	13	-2	7	-5	10	-0.15	-13
#25 CN(C)S(=O)(=O)c1ccc(NS(=O)(=O)/C=C/c2ccccc2)cc1
  14	-10	-12	-10	-46	-2	-9	-0.1	6
#26 CCOC(=O)c1sc2nc(CSCC(=O)OCc3ccc(C(=O)OC)o3)[nH]c(=O)c2c1C
  5	0	-6	-1	-4	6	-1	-0.35	-2
#27 COc1ccc(C(CNC(=O)COc2ccccc2C#N)N2CCOCC2)cc1 (configuration not stated)
  8	-5	7	-1	-11	8	3	-0.48	5
#28 O=C(NCc1ccccc1C(F)(F)F)C12CN(Cc3ccccc3)CC1C(c1ccc([N+](=O)[O-])cc1)=NO2 (configuration not stated)
  -17	-5	-8	3	-3	6	.	.	2
#29 Cc1sc2nc(CN3CCOCC3)nc(NS(=O)(=O)c3ccc4c(c3)OCCO4)c2c1C
  -26	4	24	6	-11	13	1	1	-1
#30 CC1CN(C2CCN(C(=O)c3ccccc3Cl)CC2)CC(C)O1 (configuration not stated)
  6	1	.	-1	20	-2	-20	0.39	-4
#31 CC(C)N(CCc1ccncc1)C(=O)Nc1ccc(Cl)c(Cl)c1
  -38	-12	7	2	15	-18	-2	.	9
#32 CCC(C)(C)n1nnnc1C(c1cc2cc(C)ccc2[nH]c1=O)N1CCCC1 (configuration not stated)
  0	-10	-7	0	5	-16	27[fluorescence artefact?]	-0.23	8
#33 COc1ccc(C(C)=O)cc1COC(=O)c1cnc(C)cn1
  -24	-6	-12	1	-6	.	30	0	3
#34 CCC(C)NC(=O)Cn1c(=O)n(-c2ccccc2)c(=O)c2ccc(C(=O)NCc3ccco3)cc21 (configuration not stated)
  .	-3	.	-4	.	.	-7	-0.66	3
#35 CC1CCN(C(=O)c2ccc3c(c2NCCO)C(=O)c2ccccc2C3=O)CC1
  -12	-15	0	0	-14	1	-25[fluorescence artefact?]	-2.2	12
#36 O=C(O)CCCC(=O)Nc1ccc(C(=O)N2CCCCC2)c(Cl)c1
  14	-16	-32	0	-13	-18	-4	3.1	18
#37 CN1CCN(C(=S)c2ccc(N(C)C)cc2)CC1
  16	3	-12	1	0	-10	-1	0.56	-2
#38 COc1ccc(-c2csc(NC(=O)CCn3cnc4ccccc4c3=O)n2)cc1OC
  -6	3	-34	-1	-13	-12	.	-2.3	0
#39 C=CCn1c(N2CCCCCC2)nc2c1c(=O)n(C)c(=O)n2C
  -4	1	-40	-5	9	9	-2	0.48	3
#40 CSc1ncc(Cl)c(C(=O)NCc2ccc3c(c2)OCO3)n1
  10	-2	20	1	8	0	-8	1.8	2

(continued)
Below each compound: VCAM1 TNFa inh	LYP inh 2	HUVEC tox IL1B	FAK blocker	TNFa cytotox	F-actin modifier	ERa SRC1 inh	PTK2B oligo ant	LYP act
#41 CCOC(=O)c1c(NC(=O)C2c3ccccc3Oc3ccccc32)sc(C(=O)N(CC)CC)c1C
  5	2	-44	-4	-3	18	.	-1.1	0
#42 CCCCNC(=O)C1C2C=CC3(CN(Cc4ccccc4Cl)C(=O)C13)O2 (configuration not stated)
  -36	-4	4	-2	-48	-23	.	-0.01	2
#43 CCc1ccccc1-n1c(SCC(=O)Nc2ccc3c(c2)OCCO3)nc2[nH]ncc2c1=O
  8	-2	32	4	-7	-10	-6	-2.3	1
#44 c1coc(CNc2ncnc3ccccc23)c1
  -15	-1	-16	9	-26	4	.	1.1	-1
#45 Nc1cccc(-c2nc3ccccc3s2)c1
  7	-6	-7	2	-43	9	-6	0.48	7
#46 CCOc1ccccc1N1CCN(Cc2ccc(OC)c(OC)c2OC)CC1
  18	4	-4	2	-3	-11	-13	-0.03	-4
#47 COc1ccc(-c2nc(-c3cccc(C(F)(F)F)c3)no2)cc1OC
  15	-3	52	0	5	-36	-3	-0.93	2
#48 C=COC(=O)CSc1snc(SCC(=O)OC)c1C#N
  -4	6	44	0	-9	2	-1	0.52	-5
#49 O=C(N/N=C(\c1ccccc1)c1cccnc1)C(O)(c1ccccc1)c1ccccc1
  -2	11	4	7	10	28	.	-3.9*	-8
#50 CCCc1cc(NCCCCO)n2c(nc3ccccc32)c1C#N
  16	-12	-66	-3	-3	.	-19	-1.2	9
#51 Cc1cc(C)c(S(=O)(=O)N2CCN(c3ccc([N+](=O)[O-])c(NCc4ccco4)c3)CC2)c(C)c1
  3	8	-8	2	-1	-31	.	0.57	-6
#52 CN(CC(=O)Nc1ccccc1N1CCOCC1)S(=O)(=O)c1ccc(F)cc1
  16	-8	2	-4	-18	2	-9	-0.56	4
#53 COc1ccc(NC(=O)/C(Cl)=C(/Cl)S(=O)Cc2ccc(C)cc2)cn1 (configuration not stated)
  90*	-2	26	-4	82*	.	1	0.45	4
#54 NC(=O)CS(=O)(=O)c1nc2ccccc2n1Cc1ccccc1F
  -4	-1	-22	-5	-6	3	-2	-0.95	-1
#55 CCOCCCNC(=O)C(NC(=O)CNC(C)=O)c1ccc(C)cc1 (configuration not stated)
  6	-12	7	0	13	1	-3	0.82	12
#56 COC(=O)C1CCN(C(=O)c2sc3nc(-c4ccccc4)cn3c2C)CC1
  11	9	-11	-2	-14	8	3[fluorescence artefact?]	0.48	-5
#57 CCCNC(=O)CC(NS(=O)(=O)c1ccc(Cl)cc1)c1ccco1 (configuration not stated)
  7	8	-8	5	-2	24	3	1.5	-12
#58 COc1cccc(-n2cnnn2)c1
  17	-16	-115	0	2	-12	-3	0.82	15
#59 COC(=O)CCCC(=O)Nc1ccc(Cl)c(Cl)c1
  -3	-2	-18	2	7	-12	-3	0.84	-2
#60 Cc1cc(C(=O)N(C)C)sc1-c1ccccc1
  -13	-8	31	0	7	7	-15	-0.24	9

Further compounds follow.
Below each compound: VCAM1 TNFa inh	LYP inh 2	HUVEC tox IL1B	FAK blocker	TNFa cytotox	F-actin modifier	ERa SRC1 inh	PTK2B oligo ant	LYP act
#61 Cc1cc(C)c2[nH]c(=O)c(C(c3nnnn3Cc3ccc4c(c3)OCO4)N3CCC(C)CC3)cc2c1 (configuration not stated)
  16	10	20	0	-18	5	46[fluorescence artefact?]	0.89	-10
#62 COc1ccc(C2C(C(=O)OC(C)C)=C(C)N=c3s/c(=C\c4cccs4)c(=O)n32)cc1 (configuration not stated)
  0	2	-16	-5	-22	42	-8	0.38	1
#63 COc1ccc(-n2c(Cc3cccn3C)nnc2SCC(=O)NCC2CCCO2)cc1 (configuration not stated)
  6	2	11	-1	-18	18	-6	.	-4
#64 CN(C)c1ccc(-c2nn3c(C4CCCCC4)nnc3s2)cc1
  -17	-15	-16	4	-4	-22	4	-3.6*	13
#65 O=C(CN1CCSCC1)N1CCc2[nH]c3ccc(Br)cc3c2C1
  61*	-17	18	2	4	-18	-4	.	13
#66 CN(C)c1ccc(C(=O)OCC(=O)NCC2CCCO2)cc1 (configuration not stated)
  5	-1	-11	-1	-6	-13	.	0.53	-2
#67 N#CCC1c2ccccc2CCN1C(=O)Nc1cccc(C(F)(F)F)c1 (configuration not stated)
  11	2	-8	-2	6	-33	.	-2.4	2
#68 O=C(COC(=O)c1ccc(S(=O)(=O)Nc2ccccc2)cc1)NCCN1C(=O)CSC1=O
  3	12	37	2	4	-4	14	1.5	-13
#69 CCOC(=O)c1c(C)nc2c(c1-c1ccccc1)C(=O)c1ccccc1-2
  -20	1	2	2	.	5	.	-0.83	3
